IL-2 act = activates IL-2 in a cell-based reporter assay | IL-2 activation reporter assay, cell-based qHTS; stimulated with anti-CD3/CD4/CD28 beads; in transgenic mouse T cells | activation, % (series mostly up to about 46 µM) | actives 0.065% (n = 360,000); in the data active = activation above about 50%; inconclusive = mostly about 30% to 49%; note: 0% is about no effect
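Unstimulated transgenic mouse T cells; 60-min compound exposure; bead-based TCR/CD4/CD28 stimulation; 18 h culture, 37 degrees C; dual fluorescence (EGFP, DsRed) plate cytometry.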
GLP-1R agonist = agonists of human GLP-1 receptor. P43220. HEK293 GLP-1R CRE-luciferase, luminescence, 4-6 h; cells express a hypersensitive GLP-1R form. Potency, µM (titrated, usually from 45.6 µM), for the others: at the top dose activation, actives largely listed as activators. actives 0.007% (n = 380,000); note: potency is the fitted concentration of half-maximal effect; % of control where 0% means no effect
HEK293 tox = cytotoxic in the GLP-1 receptor inverse agonist counter-screen | HEK293 cAMP-luciferase reporter cells, luminescence, 24 h | Potency, µM (highest dose often 38.3 µM), without a hit: top-dose activity change, negative = inhibition, most hits filed as inhibitors | actives 0.13% (n = 410,000);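 note: loss of luciferase light is scored as toxicity; potency is the fitted concentration of half-maximal effect; % is set by controls: 0 for no effect and ±100 for the full control effect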
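1536-well qHTS counterscreen of the MLSMR; 200 cells/uL, 12 h pre-incubation, 23 nL cpd, 24 h at 37 deg C 5% CO2, luciferase detection reagent, 12 min RT, luminescence. Inhibition = undesired.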
D3 ag = agonists of human D3 dopamine receptor. D3R DiscoveRx beta-arrestin cells, luminescence, 90 min. max activation, %. actives 0.58% (n = 410,000). P35462. AID 652048; in the data active = max activation above about 30%; note: 0% is about no effect; mostly tested at two doses, the higher about 12 µM
Target sequence (P35462 whole entry, looked up): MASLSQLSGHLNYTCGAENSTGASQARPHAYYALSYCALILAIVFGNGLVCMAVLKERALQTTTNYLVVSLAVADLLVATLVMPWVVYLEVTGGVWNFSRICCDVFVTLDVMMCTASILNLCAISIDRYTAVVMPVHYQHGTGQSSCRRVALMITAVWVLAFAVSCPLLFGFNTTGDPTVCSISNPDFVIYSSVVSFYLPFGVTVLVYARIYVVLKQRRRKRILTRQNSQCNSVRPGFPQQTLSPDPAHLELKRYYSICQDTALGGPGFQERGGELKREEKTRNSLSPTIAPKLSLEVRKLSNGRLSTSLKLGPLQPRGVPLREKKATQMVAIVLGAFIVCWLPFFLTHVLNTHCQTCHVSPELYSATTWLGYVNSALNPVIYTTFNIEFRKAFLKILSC
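Agonist-mode cell screen: cells plated at 1500/well and incubated overnight at 37 °C, then exposed to library compounds for 90 min at 37 °C. Detection reagent was added for 30–60 min at room temperature, and luminescence was read.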
WRN helicase inh = blocks human WRN helicase | WRN helicase unwinding, fluorescent forked duplex, kinetic | Potency, µM (series often up to 114 µM), for the others: at the highest dose activity change, negative = inhibition, actives largely listed as inhibitors | actives 0.46% (n = 360,000); note: potency is the fitted concentration of half-maximal effect; % is set by controls: 0 for no effect and ±100 for the full control effect; nearly all actives have a fitted effect of over 55% in size
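Fluorescence dequenching readout, ex 525 nm/em 598 nm, kinetic mode: forked duplex DNA (100 nM final) with adjacent fluorophore and quencher unwound by WRN (20 nM final) with 2 mM ATP. Compound preincubation 15 min, room temperature.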
PI5P4K alpha inh = inhibitors of human PI5P4K alpha; P48426; PI5P4Kalpha enzyme, ADP-Glo luminescence, 60 min; active compounds read low; max response, %; actives 1.2% (n = 330,000); active = max response of -50% or lower; inconclusive = between -30% and -50%; inactive = -30% or higher; note: value at the top dose of about 77 µM; % is set by controls: 0 for no effect and ±100 for the full control effect
Target sequence (P48426 whole entry, looked up): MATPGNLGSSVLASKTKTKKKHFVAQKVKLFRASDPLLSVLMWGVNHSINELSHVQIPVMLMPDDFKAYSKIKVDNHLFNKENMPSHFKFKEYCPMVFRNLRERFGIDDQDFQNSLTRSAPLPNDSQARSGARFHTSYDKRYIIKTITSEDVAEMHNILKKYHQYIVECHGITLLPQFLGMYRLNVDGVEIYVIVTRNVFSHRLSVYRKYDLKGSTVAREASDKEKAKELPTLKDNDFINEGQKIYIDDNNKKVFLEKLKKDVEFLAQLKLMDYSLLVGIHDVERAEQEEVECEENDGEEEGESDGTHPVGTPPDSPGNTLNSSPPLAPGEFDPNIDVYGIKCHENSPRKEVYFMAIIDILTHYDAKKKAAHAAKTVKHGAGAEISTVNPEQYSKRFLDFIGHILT
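Compounds were pin-transferred onto PI5P4Kalpha and substrate in HEPES pH 7.4 buffer with EGTA, CHAPS and 5% DMSO. ATP (5 microM final) started the reaction, which ran 60 minutes at room temperature before ADP-Glo detection.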
D3 antag = blocks the human D3 dopamine receptor | P35462 | D3R cells, DiscoveRx beta-arrestin luminescence, antagonist mode; active compounds read low | max response, negative = inhibition, % | actives 2.5% (n = 360,000); in the data active = max response below about -50%; inconclusive = no clear call, values can overlap the other calls; note: % is set by controls: 0 for no effect and ±100 for the full control effect; mostly tested at two doses, the higher about 12 µM
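Cells plated overnight at 1500 cells/well, then exposed to library compounds with dopamine controls for 90 minutes at 37 degrees C. DiscoveRx reagent added for 30–60 minutes at room temperature; luminescence read, quantitative HTS format.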
PLK1 PBD inh = PLK1 (human) polo-box domain binding inhibition. P53350. Plk1 PBD binding of FITC phosphopeptide, fluorescence polarization. Potency, µM, for the others: max response, negative = inhibition, usual class: inhibitors. actives 2.8% (n = 360,000). AID 720504; note: potency is the fitted concentration of half-maximal effect; series mostly up to about 57 µM; % is set by controls: 0 for no effect and ±100 for the full control effect; nearly all actives have a fitted effect of over 65% in size
GLP1R inv ag = GLP-1 receptor (human) inverse agonism. P43220. HEK293 GLP-1R CRE-luciferase, luminescence, 24 h; GLP-1R form is constitutively active. Potency, µM (top dose mostly 38.3 µM), inactives show top-dose activity change, negative = inhibition, most hits filed as inhibitors. actives 1.6% (n = 410,000). AID 624417; note: potency is the fitted concentration of half-maximal effect; % is set by controls: 0 for no effect and ±100 for the full control effect; nearly all actives have a fitted effect of over 55% in size
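Seeding at 200 cells/uL, 12 h culture, 24 hr compound treatment, then luciferase reagent and a luminescence read; cells are HEK293 stably expressing a constitutively active GLP-1R plus cAMP-responsive luciferase.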
* marks the source's active call; other numbers are inactive results; u = inconclusive; x = not tested or not shown; & = joins results of further samples; [ ] = another dose, or the depositor's remark. Unless noted, calls come from the whole dose curve; as a rule, active = well fitted curve in the direction sought with a large enough effect; inconclusive = small, poorly fitted or top-dose-only effect, or another doubt; inactive = no such curve, though single readings can be large; an effect the other way counts as inactive or inconclusive.

SMILES	IL-2 act	GLP-1R agonist	HEK293 tox	D3 ag	WRN helicase inh	PI5P4K alpha inh	D3 antag	PLK1 PBD inh	GLP1R inv ag
CC(=O)Oc1c(-c2ccco2)oc2ccccc2c1=O	2.3	1%	4%[0.307 µM]	-8	-5%	-14	u	-9%	7%[0.307 µM]
COc1ccc(OC)c(CC(=O)Nc2ccc3c(c2)c(=O)n(C)n3Cc2cccc(C(F)(F)F)c2)c1	-0.5	4%	-5%	-19	2%	-7	-52*	-10%	u
C[C@@H]1[C@H]2CCCC[C@H]2CN(C(=O)OC(C)(C)C)[C@@H]1c1cn(Cc2ccccc2)c2ccc(F)cc12	-0.6	-3%	1%	8	0%	18	0	2%	u
CC(C)(C)NC(=O)CN1CCN(C(=O)CCl)CC1	0.4	2%	11%[0.307 µM]	-6	-3%	-9	-3	-14%	-13%[0.307 µM]
Nc1ccccc1SC(CC(=O)c1ccccc1)c1ccccc1 (stereo not drawn)	-3.4	0%	-17%	-6	-6%	-7	-29	u	0%
COc1ccc(CCNC(=O)C2CCCN(C(=O)N(C)C)C2)c(OC)c1 (stereo not drawn)	-1.0	-3%	2%	-8	-2%	x	-10	-11%	14%
NNc1nc(C(F)(F)F)nc2ccccc12	2.3	1%	14%	7	1%	0	3	-4%	20%
CSc1ccc(/C=C2\C(=N)N3N=C(CC(=O)N4CCCCC4)SC3=NC2=O)cc1	5.1	-1%	4%	4	-6%[11.6 µM]	u	6	u	-4%
Cc1nn(CCC(=O)Nc2cccc(C#N)c2)c(C)c1S(=O)(=O)N1CCCCC1	-3.4	-1%	1%&-8%	5&-3	1%	-2	9	-15%	-6%&-7%
CC(C)n1nnc2c(=O)oc3ccccc3c21	-3.4	-2%	-5%	-1	2%	-1	-1	3%	-6%
COc1ccc(C2SCC(=O)N2CC23CC4CC(CC(C4)C2)C3)cc1 (stereo not drawn)	2.2	u	14%	-2	-17%	x	-15	2%	-16%
COc1ccc(S(=O)(=O)N2CCN(Cc3cc(OC)c(O)c(OC)c3)CC2)cc1	1.3	1%	-8%	5	0%	2	7	-6%	21%
CC(C)C(=O)N(Cc1cc(=O)[nH]c2ccccc12)c1ccccc1	-0.2	19%	16%	0	-9%	-6	9	0%	-6%
O=C1CCCC(O)=C1C1NCCc2ccccc21 (stereo not drawn)	0.2	-1%	-4%	2	3%	-4	14	-8%	2%
Clc1cc(Sc2ccc(Br)cc2)nnc1-c1ccccc1	1.5	12%	7%	-7	-9%	-1	10	-15%	u
O=C(NN1CCOCC1)c1c(-c2ccccc2)sc2ccccc12	-0.9	5%	34%[activator]	20	-5%	7	7	-2%	5%
CC(C)Cc1nnc(NC(=O)C2CCN(C(=O)c3ccc(Cl)cc3)CC2)s1	-4.3	9%	-7%	-7	9%	7	2	-7%	13%
O=S(=O)(Nc1ccc2cn[nH]c2c1)c1ccc(Cl)cc1	-0.2	3%	2%	-1	3%	3	-10	-5%	-2%
COC(=O)c1ccc(/C=N/Nc2nc(-c3ccc(C)cc3)cs2)cc1	2.8	-3%	6%	-3	-5%	-6	-17	-17%	8%
C1=Nc2ccccc2CN1c1ccccc1	-0.8	8%	-4%	5	-12%	1	6	8%	1%

One compound at a time (already shown). Order of screens: IL-2 act, GLP-1R agonist, HEK293 tox, D3 ag, WRN helicase inh, PI5P4K alpha inh, D3 antag, PLK1 PBD inh, GLP1R inv ag
CC(C)Cc1nnc(NC(=O)C2CCN(C(=O)c3ccc(Cl)cc3)CC2)s1 in the list: -4.3, 9%, -7%, -7, 9%, 7, 2, -7%, 13%
COc1ccc(C2SCC(=O)N2CC23CC4CC(CC(C4)C2)C3)cc1 (stereo not drawn) in the list: 2.2, u, 14%, -2, -17%, x, -15, 2%, -16%
COc1ccc(S(=O)(=O)N2CCN(Cc3cc(OC)c(O)c(OC)c3)CC2)cc1 in the list: 1.3, 1%, -8%, 5, 0%, 2, 7, -6%, 21%

The list goes on:
SMILES	IL-2 act	GLP-1R agonist	HEK293 tox	D3 ag	WRN helicase inh	PI5P4K alpha inh	D3 antag	PLK1 PBD inh	GLP1R inv ag
COc1ccccc1-c1noc(CCC(=O)N2CCN(c3cc(C)ccc3C)CC2)n1	0.5	0%	0%	49*	-12%	0	64	-10%	u
O=C(NNC(=O)C1CCC1)c1ccc(Cl)cc1	-4.9	0%	-4%	0	9%	0	-17	-16%	13%
CC(=O)Nc1ccc(/C=C(\C#N)C(=O)NC2CCCCC2)cc1	0.8	-1%	3%	-2	-6%	-1	8	-3%	1%
O=C(O)c1nn2cc(CCO)cnc2c1Cl	1.6	-3%	16%	8	-1%	-2	0	-1%	13%
O=[N+]([O-])c1ccc(N2CCCC2)cc1NCc1ccccc1	-2.3	5%	-2%	-6	-7%	5	-6	-6%	0%
Nc1ccccc1SCC(=O)Nc1ccc2c(c1)OCO2	-1.5	11%	0%	-3	10%	-9	-5	u	u
CC1CCN(C(=O)CSc2nc(=O)n3ccccc3n2)CC1	-1.1	0%	23%	3	4%	2	12	-2%	75%[activator]
OCC[C@H]1C[C@H](O)[C@@H](O)[C@]2(OCc3ccccc32)O1	-0.4	-3%	-1%	1	1%	1	28	2%	0%
COc1ccc2c(c1)CCc1c(C(=O)Nc3ccn(Cc4ccc(C)cc4)n3)noc1-2	-2.1	-8%	-3%	16	-7%	x	29	-10%	0%
CCOc1ccc(OCC)c(NC(=O)CN(c2ccc(C)cc2)S(=O)(=O)c2c(C)n[nH]c2C)c1	x	-4%	-10%	0	x	x	x	x	u
O=C(Nc1c[nH]c(=O)[nH]c1=O)c1cccc(F)c1	-5.5	1%	-2%	-17	2%	-9	u	-10%	0%
CNC(=O)c1ccc(CNC(=O)OCc2ccccc2)cc1	3.6	-3%	0%	-6	-7%	-3	-9	-1%	48%[activator]
O=C(OCC(=O)N1CCC(Cc2ccccc2)CC1)c1ccccc1O	-0.6	18%	5%	-1	-5%	1	1	-5%	u
CCOc1ccc(CNC(=O)C(C)n2nc(C)c3c(C)n(-c4ccccc4)nc3c2=O)cc1 (stereo not drawn)	0.3	10%	-3%	4	-2%	6	6	-5%	-19%
O=C(NC1CC1)c1c[nH]c2ccc(S(=O)(=O)Nc3cccc(C(F)(F)F)c3)cc2c1=O	0.3	-15%	-11%	0	-22%	8	1	-11%	u
CC(=O)Nc1ccc(NC(=O)CN2C(=O)COc3ccc(S(=O)(=O)N4CCOCC4)cc32)cc1	-1.5	-3%	-7%	2	1%	-3	-7	-7%	8%
CCOc1ccccc1N(CC)C(=O)c1nn(C)c2c1CSc1ccccc1-2	-2.3	-5%	10%	-2	2%	9	-21	-15%	u
Cc1noc(/C=C/c2ccco2)c1S(=O)(=O)N1CCC(C(=O)NC(C)c2ccccc2)CC1 (stereo not drawn)	-0.1	9%	-16%	-2	-10%	-2	-12	-17%	-23%
Cn1c(=O)c2c(ncn2CC(COCc2ccc(Cl)cc2)OCc2ccc(Cl)cc2)n(C)c1=O (stereo not drawn)	-0.4	1%	-21%	7	-6%	18	55	-1%	u
Cc1ccc(C(=O)OCc2nc(N)nc(Nc3ccccc3C)n2)cc1	-2.3	u	-18%	1	-8%	1	13	4%	17%
O=C(COC(=O)c1ccc(O)cc1)Nc1nccs1	-2.7	17%	1%	-5	1%	-21	10	-1%	57%[activator]
CCCC(=O)NC(c1cccs1)c1cc(Cl)c2cccnc2c1O (stereo not drawn)	-1.7	1%	-2%	12	-13%	-19	3	-2%	u
O=[N+]([O-])c1ccc(/C=N/N/C(=N/c2ccccn2)c2ccccn2)cc1	-0.7	3%	-25%	-1	-5%	x	6	-4%	24%
CCCCOc1ccccc1C(=O)NCCCC(=O)O	0.6	0%	0%	4	2%	-1	2	u	-12%
COC(=O)C1CSc2[nH]c(=O)sc2C1c1ccc(OC)c(OC)c1 (stereo not drawn)	0.2	-2%	16%	-5	2%	3	-13	u	26%
COC(=O)/C=C1\N/C(=N\c2nc(C)cc(C)n2)N(c2ccc(Cl)cc2)C1=O	-3.0	-1%	12%	-3	0%	0	-13	-15%	28%
CCCCN1CCc2c([nH]c3ccc(C)cc23)C1=O	1.9	-17%	-4%	-5	-2%	0	11	-5%	-22%
Cc1cc(OCC(=O)NC(Cc2ccc(Cl)cc2)C(=O)O)c2c(C)cc(=O)oc2c1 (stereo not drawn)	0.4	-1%	-4%	-6	2%	3	9	-3%	-1%
COC(=O)c1cc(NC(=O)Cc2ccccc2[N+](=O)[O-])cc(C(=O)OC)c1	-0.6	-9%	5%	-1	-4%	x	20	-1%	-1%
Cc1ccc(NC(=O)NCCCc2ccccc2)cc1	-0.3	0%	8%	-1	-8%	x	-8	-5%	0%
COc1cccc(CNC(=O)Cn2cccc2)c1	-0.2	-1%	16%	1	2%	9	5	-9%	2%
CCOc1ccccc1C(=O)NC1CC2CCCC(C1)N2Cc1nnnn1Cc1ccco1 (stereo not drawn)	-1.0	7%	-4%	1	3%	0	10	-2%	u
COCC(=O)NCCc1nc2ccccc2[nH]1	-1.0	-2%	-4%	4	-3%	1	-8	1%	-13%
CCOc1ccccc1N1CCN(CC(=O)Nc2nnc(CC)s2)CC1	-1.5	1%	-2%	1	5%[57.1 µM]	-4	-20	2%	-2%
COCCCNC(=O)c1ccccc1Oc1ccccc1	-0.4	3%	-6%	0	2%	-7	u	-2%	-9%
CC1=CCC2C(=O)N(c3ccc4ccccc4n3)C(=O)C2C1 (stereo not drawn)	0.7	3%	2%	6	-2%	1	-9	-11%	12%
O=c1c(C=NCc2cccnc2)c(C(F)(F)F)[nH]n1-c1nc2ccccc2s1	-0.9	2%	2%	4	-8%	-16	21	-19%	u
Cc1cc(C(=O)Cn2cncn2)c(C)n1CCc1ccc(F)cc1	-1.9	-10%	6%	-2	-3%	-3	-10	-17%	-4%
Cc1ccc(C)c(C(=O)N2CCC(n3nccc3NC(=O)C3CC3)CC2)c1	0.2	-3%	0%	5	2%	1	4	4%	16%
CCOC(=O)CN(C(=O)CNC(=O)c1cccs1)C(C(=O)NC1CCCC1)c1ccncc1 (stereo not drawn)	1.7	0%	-19%	-1	-4%	0	3	4%	4%
O=C(C1CCC1)N1CCc2cc(S(=O)(=O)N3CCN(c4ccccn4)CC3)ccc21	-2.2	u	-13%	1	-3%	-3	u	3%	86%[activator]

From PubChem
